# High-throughput results from PubChem BioAssay.
# Spn PMK inh: S. pneumoniae PMK inhibitors, primary screen, biochemical, mevalonate pathway, pilot trial included; AID 539, 2006; inhibition, % at 10 µM; phosphomevalonate kinase (Streptococcus pneumoniae D39); 65,000 tested, 0.49% active; purified PMK, PK/LDH-coupled NADH absorbance 340 nm;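 active means top-ranked compounds by inhibition in the single 10 µM screen, taking a fixed number of the strongest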;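 further: 0% = full reaction with DMSO carrier and 100% = background rate without enzyme reaction; no value below 0 was filed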
# Bfl-1 displacement: Bfl-1 inhibitors, primary screen, biochemical, fluorescence polarization, FITC-Bid, mouse (AID 432); one-dose displacement, % at 20 µM; IC50 in µM for titrated hits; 64,000 tested, 0.02% active; Bcl-2-related protein A1 (Mus musculus); FITC-Bid BH3 peptide fluorescence polarization displacement; higher % means a stronger effect; in the data active means a potency from the dose series; inactive means the rest, 99 in 100 with displacement below about 15%; further: strong numbers were not always called active
# HPDE-C7 cytotoxicity: cytotoxicity in HPDE-C7 cells, cell-based, fluorescence, HTS (AID 430); cytotoxicity, % at 10 µM, or EC50 in µM where a hit was titrated; 63,000 tested, 1.8% active; HPDE-C7 pancreatic duct cells viability, fluorescence; higher % means a stronger effect;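 further: cells exposed to compound for 48 hours before viability readout; 0% = vehicle and 100% = reference cytotoxic drug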
# HT1080 viability: cytotoxicity in HT1080 fibrosarcoma cells, cell-based, fluorescence readout (AID 620). HT1080 viability, fluorescence; higher % means a stronger effect. cytotoxicity, % at 10 µM; hits with a dose series show EC50 in µM. 87,000 tested, 0.42% active;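 further: cells exposed to compound overnight then 4 h with Alamar Blue; 0% = vehicle DMSO and 100% = killing control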
# LYP phosphatase: LYP phosphatase inhibitors, primary screen, biochemical, DiFMUP fluorescence, recombinant catalytic domain, 10 µM (AID 606). Tyrosine-protein phosphatase non-receptor type 22 (Homo sapiens). recombinant LYP catalytic domain, DiFMUP fluorescence; higher % means a stronger effect. one-dose inhibition, % at 10 µM; IC50 in µM for titrated hits. 52,000 tested, under 10 active;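 active means IC50 under 40 µM in the dose-response test; inactive means IC50 of 40 µM or more, or never dose-tested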
# Spn MK inh: S. pneumoniae MK inhibitors, primary screen, biochemical, PK/LDH-coupled NADH absorbance. inhibition, % at 10 µM. mevalonate kinase [Streptococcus pneumoniae D39]. AID 555, 2006. 65,000 tested, 0.48% active. purified MK, PK/LDH-coupled NADH absorbance 340 nm;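 active means ranked among the strongest by inhibition in the single 10 µM screen, a fixed top-ranked set picked for dose follow-up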; further: no value below 0 was filed
# TNAP inhibition: human TNAP enzyme inhibitors, biochemical, luminescent (AID 518); purified TNAP enzyme, luminescent substrate readout; higher % means a stronger effect; one-dose inhibition, % at 20 µM; IC50 in µM for titrated hits; 64,000 tested, 0.09% active; in the data active means a potency from the dose series; inactive means the rest, 99 in 100 with inhibition below about 22%;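 further: plate controls were vehicle for no effect and reference inhibitor for full effect; many of its hits are not listed in these tables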
# HPDE-C7K KRASV12: cytotoxicity in KRAS-transformed pancreatic duct cells, primary screen, cell-based, fluorescence, HTS (AID 431). HPDE-C7K KRASV12 cells, Alamar Blue viability, 48 h; higher % means a stronger effect. one-dose cytotoxicity, % at 10 µM; EC50 in µM for titrated hits. 63,000 tested, 1.7% active;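 active means compounds whose percent cytotoxicity in the single-dose primary screen, scaled between solvent and toxic-drug controls, exceeds 50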;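 further: 0% = DMSO solvent wells and 100% = doxorubicin-treated wells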
# Spn DPM-DC inh: S. pneumoniae DPM-DC inhibitors, primary screen, biochemical, PK/LDH-coupled NADH fluorescence; diphosphomevalonate decarboxylase (Streptococcus pneumoniae D39); purified DPM-DC; calls only at 10 µM; 65,000 tested, 0.49% active; AID 556, 2006;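 active means the 320 compounds with the highest percent inhibition in the single-dose primary screen, excluding strongly autofluorescent ones, cut at about 32% in these data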;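 further: kinetic rate of NADH fluorescence loss reporting ADP formed by the decarboxylase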
# Spn PMK inh pilot replicates: further read-out of Spn PMK inh, marked with its call; inhibition, %; measured here: pilot screen replicates
# Spn MK inh pilot replicates: also measured in Spn MK inh; calls as there; inhibition, %; measured here: pilot screen replicates
# Spn DPM-DC inh pilot screen %: recorded beside Spn DPM-DC inh, whose call it bears; inhibition, %; measured here: pilot screen trials
# The depositor's hits bear a star; i = inactive; x = no result given. Unless noted, no stated cut-off is given here; in the data, active means cytotoxicity above about 50%; inactive means the rest.
SMILES,Spn PMK inh,Bfl-1 displacement,HPDE-C7 cytotoxicity,HT1080 viability,LYP phosphatase,Spn MK inh,TNAP inhibition,HPDE-C7K KRASV12,Spn DPM-DC inh,others
N#Cc1ccc(CSc2nnc(-c3ccccn3)n2-c2ccccc2)cc1,2.0,-1.1%,7.7%,13.1%,5.0%,5.0,12.4%,10.8%,i,Spn PMK inh pilot replicates=3.5;Spn MK inh pilot replicates=0.0;Spn DPM-DC inh pilot screen %=0.0
CCC1CCCCN1C(=O)CSc1nnc(CNC(=O)c2ccco2)o1 (stereo not drawn),13.0,-9.0%,-10.1%,x,-2.4%,2.0,4.1%,-11.1%,i,
CCn1c(=O)cc(OCC(=O)N2CCCC2)c2ccccc21,0.0,0.4%,-3.0%,-0.4%,x,0.0,1.5%,-17.4%,i,
CCN(C(=O)Cc1c(C(=O)O)[nH]c2ccccc12)c1cc(OC)ccc1OC,0.0,-9.7%,2.4%,-2.1%,4.2%,9.0,10.9%,21.6%,i,Spn PMK inh pilot replicates=3.5;Spn MK inh pilot replicates=0.0;Spn DPM-DC inh pilot screen %=3.0
CN(CCO)CC(O)Cn1cnc2c1c(=O)n(C)c(=O)n2C (stereo not drawn) (tested in a mixture with another compound),0.0,0.4%,-8.5%,-0.9%,18.6%,3.0,6.1%,-8.8%,i,Spn PMK inh pilot replicates=1.5;Spn MK inh pilot replicates=0.0;Spn DPM-DC inh pilot screen %=0.0
Clc1ccc(COn2nnc3ccccc32)c(Cl)c1,6.0,-5.9%,-2.2%,-4.5%,8.1%,7.0,12.6%,0.9%,i,
COc1ccccc1-n1c(SCC(=O)NC2CCCC2)nc2cccnc21,2.0,-12.2%,-15.7%,-20.1%,x,9.0,7.3%,-23.1%,i,
Cc1nc2ccccc2c(=O)n1CCCn1ccnc1,4.0,-6.2%,-23.4%,-0.2%,7.7%,3.0,18.6%,-8.4%,i,
COc1ccc(COC(=O)c2n[nH]c3ccccc23)cc1F,15.0,-0.9%,10.5%,0.9%,7.0%,1.0,20.4%,21.6%,i,Spn PMK inh pilot replicates=2.0;Spn MK inh pilot replicates=0.0;Spn DPM-DC inh pilot screen %=0.0
CC1(C)CC(=O)c2cc(C(=O)NCc3ccco3)c(=O)n(-c3ccc(Cl)cc3)c2C1,0.0,1.2%,-9.2%,3.5%,10.2%,2.0,3.4%,-12.9%,i,
CCOC(=O)Cn1c(=O)c2c(nc(Br)n2Cc2ccccc2)n(C)c1=O,8.0,0.8%,-12.0%,2.0%,x,4.0,-7.3%,-19.9%,i,
COc1cccc(Cn2c(NCc3ccccn3)nc3c2c(=O)n(C)c(=O)n3C)c1,5.0,-5.7%,13.4%,-2.3%,x,8.0,3.3%,17.1%,i,
O=C(C1CCN(S(=O)(=O)N2CCC3(CC2)OCCO3)CC1)N1CCC(Cc2ccccc2)CC1,13.0,-7.8%,x,-1.3%,4.7%,4.0,10.7%,x,i,
COc1cccc(C(c2nnnn2Cc2ccccc2)N2CCN(C3CCCC3)CC2)c1OC (stereo not drawn),0.0,-2.0%,x,35.0%,10.8%,0.0,8.4%,x,i,
CCc1c(O)nc(SCC(=O)N2CCOCC2)n(-c2ccccc2)c1=O,0.0,-0.1%,-24.1%,3.3%,-8.4%,11.0,11.5%,-3.8%,i,
CCOc1ccccc1NC(=O)CSc1nccn1-c1ccccc1,13.0,9.5%,-12.5%,40.6%,-5.4%,0.0,-4.3%,-1.3%,i,
O=C1CSC(c2cccc(F)c2)N1c1ccccc1F (stereo not drawn),0.0,2.9%,-22.3%,26.0%,3.5%,7.0,5.0%,-6.3%,i,Spn PMK inh pilot replicates=0.0;Spn MK inh pilot replicates=0.0;Spn DPM-DC inh pilot screen %=1.5
CCOC(=O)c1cccc(NC(=O)Cn2cc3c(n2)CCC(C)C3)c1 (stereo not drawn),0.0,6.0%,6.9%,4.0%,-0.9%,4.0,6.9%,6.4%,i,
C/C(O)=C(\C#N)c1nnc2n1CCCCC2,17.0,-2.6%,0.2%,-2.7%,10.6%,0.0,8.4%,6.2%,i,
Cc1c(C(N)=O)sc(N)c1C(=O)OC(C)C,3.0,5.5%,-11.0%,0.7%,-5.0%,0.0,0.3%,-21.2%,i,
Cc1cccc2c(=O)cc(C)n(CC(=O)N3CCOCC3)c12,7.0,-1.5%,9.5%,2.5%,x,8.0,-2.1%,10.9%,i,
O=C(CSC1=NCCN1)C1COc2ccccc2O1 (stereo not drawn),0.0,4.6%,15.6%,-2.6%,-11.0%,3.0,2.9%,3.8%,i,
O=c1c2[nH]c3cccc(Cl)c3c2ncn1CCN1CCCCC1,4.0,-8.8%,-0.7%,3.7%,2.1%,9.0,11.4%,11.5%,i,Spn PMK inh pilot replicates=0.0;Spn MK inh pilot replicates=0.0;Spn DPM-DC inh pilot screen %=7.0
COc1ccc(C(CC(=O)NCCCN2CCOCC2)NS(=O)(=O)c2ccc(C)cc2)cc1 (stereo not drawn),1.0,0.5%,-15.4%,-0.3%,x,1.0,12.7%,-0.5%,i,
c1ccc(Cc2nnc3sc(C4COc5ccccc5O4)nn23)cc1 (stereo not drawn),5.0,x,x,7.8%,13.0%,11.0,x,x,i,
# Continued:
SMILES,Spn PMK inh,Bfl-1 displacement,HPDE-C7 cytotoxicity,HT1080 viability,LYP phosphatase,Spn MK inh,TNAP inhibition,HPDE-C7K KRASV12,Spn DPM-DC inh,others
Nn1c(Cc2cccc3ccccc23)nnc1SC1CCOC1=O (stereo not drawn),20.0,-6.3%,-8.3%,-5.8%,x,1.0,4.2%,2.0%,i,
COc1cccc(-n2nnc3c(=O)n(Cc4cccc(F)c4)cnc32)c1,13.0,-7.2%,-38.7%,5.9%,5.5%,1.0,19.3%,-2.4%,i,Spn PMK inh pilot replicates=0.0;Spn MK inh pilot replicates=7.0;Spn DPM-DC inh pilot screen %=2.5
CC(C)c1nc2oc3c(N4CCN(C)CC4)ncnc3c2c2c1CCC2,12.0,-6.0%,6.2%,-16.3%,3.4%,9.0,8.3%,17.5%,i,
CCN1C(c2ccc(F)cc2)=CS/C1=C(\C#N)c1nnc2n1-c1ccccc1SC2,21.0,-7.0%,-11.0%,23.2%,6.9%,7.0,-0.8%,-9.5%,i,
O=C(Cc1cccs1)Nc1nncs1,2.0,-5.8%,9.0%,-1.5%,-6.1%,1.0,5.8%,-14.3%,i,
CCCn1c(SCC(=O)NCCc2ccc(OC)c(OC)c2)nc2c1c(=O)n(C)c(=O)n2C,11.0,-7.4%,-12.4%,7.4%,x,14.0,6.8%,3.3%,i,
O=[n+]1c2c(n([O-])c3c1CCCC3)CCCCC2,4.0,-8.1%,3.0%,0.3%,-11.0%,8.0,8.4%,-2.0%,i,
O=C(NCc1nc2ccccc2[nH]1)c1ccco1,9.0,0.8%,1.5%,-2.9%,-5.7%,5.0,12.4%,-6.6%,i,Spn PMK inh pilot replicates=1.0;Spn MK inh pilot replicates=0.0;Spn DPM-DC inh pilot screen %=1.5
Cc1cc2c(ccc3c2no[n+]3[O-])nn1,12.0,1.1%,x,-2.6%,-4.7%,11.0,11.6%,x,i,
Cc1cccc(CCNS(=O)(=O)c2ccc3c(c2)oc(=O)n3C)c1,3.0,10.3%,-3.6%,9.6%,11.5%,4.0,17.5%,-2.3%,i,
CCN(CC)CCN1C(=O)C(=O)/C(=C(/O)c2ccc(OC)c(OC)c2)C1c1ccccn1 (stereo not drawn),4.0,-0.7%,-12.4%,17.3%,-3.7%,9.0,-1.9%,-10.1%,i,
O=C(Nc1ccc(N2CCN(C(=O)c3ccco3)CC2)cc1)c1ccccc1F,12.0,-3.0%,1.7%,-11.1%,2.8%,3.0,11.6%,5.9%,i,
Cc1nc(-c2cccc(S(=O)(=O)N3CC(C)OC(C)C3)c2)cs1 (stereo not drawn),11.0,1.9%,-2.6%,3.8%,48.5%,7.0,21.8%,-1.8%,i,
COC(=O)COc1ccc(NC(=O)C2CCCO2)cc1 (stereo not drawn),6.0,-3.6%,-2.6%,-2.4%,-2.1%,6.0,16.0%,-3.0%,i,
CNC(=O)CSc1nnc(-c2ccc(S(=O)(=O)N3CCCC3)cc2)n1-c1cccc(C)c1C,0.0,-5.9%,8.2%,6.9%,8.7%,3.0,15.1%,2.7%,i,Spn PMK inh pilot replicates=0.5;Spn MK inh pilot replicates=0.0;Spn DPM-DC inh pilot screen %=4.5
O=C(O)C1C2CCC(C2)C1C(=O)NCCCn1ccnc1 (stereo not drawn),21.0,-2.4%,-7.7%,-2.3%,x,1.0,12.7%,-7.9%,i,Spn PMK inh pilot replicates=1.5;Spn MK inh pilot replicates=2.5;Spn DPM-DC inh pilot screen %=3.0
CCc1cccc(NC(=O)CS(=O)Cc2nc(-c3ccc(C)cc3)oc2C)c1 (stereo not drawn),6.0,4.8%,4.2%,-0.3%,7.9%,5.0,0.8%,8.3%,i,
Cc1cccc(NC2=NCC(=O)N2Cc2ccccc2)c1,0.0,-0.5%,-15.8%,-0.8%,x,15.0,3.2%,-11.7%,i,
CCc1[nH]nc2c1C1(CCN(C(=O)c3ccccc3)CC1)C(C#N)=C(N)O2,0.0,-6.3%,-6.7%,-2.7%,x,3.0,5.6%,-1.4%,i,
CCCCCOC(=O)CSc1nc2c(c(=O)[nH]c(=O)n2C)n1CCc1ccccc1,12.0,x,x,-7.4%,4.8%,7.0,x,x,i,
O=C(NCc1ccccc1)C1C(=O)N(Cc2ccccc2)C(=O)C1C1(O)CCCC1 (stereo not drawn),2.0,6.0%,3.4%,0.3%,-1.8%,7.0,5.1%,-4.2%,i,
CN1CCN(c2ncnc3c2sc2nc(N4CCOCC4)c4c(c23)CCC4)CC1,x,2.3%,x,2.0%,-1.0%,x,3.9%,x,x,
CCCCC(CCC(=O)Nc1ccccc1C(=O)OCC)C(=O)O (stereo not drawn),17.0,-0.5%,-7.6%,-4.0%,x,3.0,-1.3%,-0.4%,i,
Cc1ccc(S(=O)(=O)N(CC(=O)N2CCCC2)C2CCCCC2)cc1,0.0,-7.0%,-8.6%,-1.1%,15.0%,4.0,5.7%,-7.3%,i,

# An excerpt from above in order of length of the SMILES, lowest first:
SMILES,Spn PMK inh,Bfl-1 displacement,HPDE-C7 cytotoxicity,HT1080 viability,LYP phosphatase,Spn MK inh,TNAP inhibition,HPDE-C7K KRASV12,Spn DPM-DC inh,others
COC(=O)COc1ccc(NC(=O)C2CCCO2)cc1 (stereo not drawn),6.0,-3.6%,-2.6%,-2.4%,-2.1%,6.0,16.0%,-3.0%,i,
O=[n+]1c2c(n([O-])c3c1CCCC3)CCCCC2,4.0,-8.1%,3.0%,0.3%,-11.0%,8.0,8.4%,-2.0%,i,
CCc1cccc(NC(=O)CS(=O)Cc2nc(-c3ccc(C)cc3)oc2C)c1 (stereo not drawn),6.0,4.8%,4.2%,-0.3%,7.9%,5.0,0.8%,8.3%,i,

# This is a random part of the collection, and some 3.5% of all compounds hit somewhere here.
